# Screens: PubChem BioAssay, National Center for Advancing Translational Sciences (NCATS)
# HBB splicing – modulators of hemoglobin beta chain splicing. Potency, µM (top dose mostly 46.1 µM), for the others: at the highest dose activation, hits mostly activators. HBB splicing reporter cell assay, activation; EGFP reporter with mutant IVS2-654 intron; response scale: normalised to 500 nM splice-correcting PNA. AID 925. actives 0.06% (n = 65,000); further: potency means the concentration at half of the fitted maximal effect; 0% is about no effect
#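 HeLa cells stably expressing EGFP interrupted by mutant beta-globin intron 2 (IVS2-654), 500/well in 2% FCS. Treated with compound for 2 days at 37C. Splicing correction scored as total well GFP intensity (488 nm excitation, 500-520 nm emission); 500 nM antisense PNA served as control.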
# Pol III holo inh – blocks replication by bacterial DNA polymerase III holoenzyme; Potency, µM (top dose mostly 57.1 µM), inactives show at the top dose activity change, negative = inhibition; reconstituted DNA polymerase III holoenzyme replication, biochemical; actives 0.25% (n = 71,000); further: potency means the concentration at half of the fitted maximal effect; on the % scale 0 is the no-effect control and ±100 the full control effect
#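 Reconstituted *E. coli* holoenzyme (0.35 nM Pol III, 1 nM beta, 154 nM SSB, 2 nM primase) was preincubated with compound for 15 min at RT. Synthesis on 1.4 nM ssM13Gori ran 35 min, then was stopped with PicoGreen/EDTA and read as dsDNA fluorescence.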
# Hsp90 Hop PPI – changes Hsp90-Hop TPR2A binding signal, up or down; AlphaScreen TPR2A-His6 binding biotin-Hsp90 C-terminal peptide; Potency, µM (series often up to 57 µM), inactives show at the highest dose activity change, negative = inhibition; actives 0.44% (n = 71,000); AID 595; active means well fitted curve in either direction with a large enough effect; inconclusive means small, poorly fitted or top-dose-only effect, or another doubt; further: potency means the concentration at half of the fitted maximal effect; on the % scale 0 is the no-effect control and ±100 the full control effect; many of its hits are not listed in these tables
# TexasRed autofl – Texas Red region autofluorescence; Compound fluorescence, Texas Red channel, 547/618 nm; hits give high values; max dye-equivalent concentration, M; actives 0.06% (n = 59,000); in the data active means max dye-equivalent concentration above about 10 nM; inconclusive means between about 1.1 nM and that limit
#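 Fluorescence at ex 547/em 618 nm, normalized against an on-plate Texas Red standard series to give dye-equivalent concentration per compound concentration. Buffer 100 mM Tris, pH 8.0; 15 min RT incubation before CCD imaging.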
# Tau fil binding – tau filament binding; P10636; recombinant tau filaments, thioflavin S fluorescence, 15 h; filaments grown with octadecylsulfate alongside compound; Potency, µM (titrated, usually from 57.1 µM), without a hit: at the highest dose activity change, negative = inhibition; actives 2% (n = 71,000); AID 596;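 further: potency means the concentration at half of the fitted maximal effect; on the % scale 0 is the no-effect control and ±100 the full control effect; actives lower thioflavin S fluorescence by blocking filaments or displacing dye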
#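 Quantitative HTS: thioflavine S signal from ODS-induced tau filaments, excited at 450 nm, emission 510 nm. Conditions: 1 uM tau, 30 uM ODS, 15 h at 37 C, pH 7.4.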
# Rhodamine autofl – compound autofluorescence in rhodamine spectral region; max dye-equivalent concentration, M; Rhodamine-region fluorescence, 547/598 nm, Tris buffer; hits give high values; actives 0.05% (n = 59,000); in the data active means max dye-equivalent concentration above about 11 nM; inconclusive means between about 1.1 nM and that limit
#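 Read-out is relative fluorescence at 547 nm excitation and 598 nm emission, expressed as dye-equivalent concentration using rhodamine standards on every plate. Each compound was profiled across a concentration series after 15 min in 100 mM Tris, pH 8.0.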
# CRE-bla Fsk – modulators of forskolin-stimulated CRE signaling in CHO cells. CHO CRE-bla reporter (cAMP response element driving beta-lactamase), forskolin EC10, beta-lactamase ratio. actives 2.5% (n = 71,000). Potency, µM (top dose mostly 38.2 µM), for the others: at the top dose activity change, negative = inhibition, hits mostly activators; active means well fitted activation curve with a large enough effect in the signal ratio, with a control signal flat, not every such curve was filed as active; inconclusive means small, poorly fitted or top-dose-only effect, or effect the other way, or a change in a side signal; the % refers to the signal ratio; further: potency means the concentration at half of the fitted maximal effect; % of control where 0% means no effect
#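 qHTS titration format; CRE-bla CHO reporter; stimulus EC10 NKH 477, a water-soluble forskolin. Read: CCF4 460/530 nm ratio. Potency expressed as AC50 for activators or inhibitors.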
# Luciferase inh – inhibitors of firefly luciferase; Potency, µM (titrated, usually from 57.1 µM), for inactives: at the top dose activity change, negative = inhibition, usual class: inhibitors; purified firefly luciferase, luminescence, 8 min; AID 411; P08659; actives 2.2% (n = 72,000); further: potency means the concentration at half of the fitted maximal effect; on the % scale 0 is the no-effect control and ±100 the full control effect; nearly all actives have a fitted effect of over 40% in size
#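 qHTS concentration-response profiling: light output of P. pyralis luciferase with luciferin and 10 uM ATP, imidazole buffer pH 7.2. Read by luminescence after 8-min room-temperature incubation.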
# ERK AVP block – blocks ERK signaling stimulated by vasopressin | HEK293-V1b, vasopressin-stimulated pERK AlphaScreen | Potency, µM (series often up to 57.5 µM), without a hit: at the top dose activity, negative = inhibition, most hits filed as inhibitors | actives 0.99% (n = 72,000) | AID 995; further: potency means the concentration at half of the fitted maximal effect; on the % scale 0 is the no-effect control and ±100 the full control effect; nearly all actives have a fitted effect of over 55% in size
#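 HEK293 cells stably expressing V1b receptor, preincubated 30 min at 37 °C with compound, then stimulated 5 min with 25 nM vasopressin. Phospho-ERK by AlphaScreen SureFire after 5 h RT; normalized to DMSO and vasopressin; AC50 by Hill fit.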
# HADH2 inhib – inhibitors of human HADH2 dehydrogenase; Q99714; recombinant HADH2, NADH fluorescence, beta-hydroxybutyryl-CoA; Potency, µM (series often up to 57.1 µM), for inactives: at the highest dose activity change, negative = inhibition, hits mostly inhibitors; actives 3.4% (n = 73,000); AID 886; further: potency means the concentration at half of the fitted maximal effect; on the % scale 0 is the no-effect control and ±100 the full control effect; nearly all actives have a fitted effect of over 60% in size; many of its hits are not listed in these tables
# Target sequence (Q99714 whole entry, looked up, one chain of several): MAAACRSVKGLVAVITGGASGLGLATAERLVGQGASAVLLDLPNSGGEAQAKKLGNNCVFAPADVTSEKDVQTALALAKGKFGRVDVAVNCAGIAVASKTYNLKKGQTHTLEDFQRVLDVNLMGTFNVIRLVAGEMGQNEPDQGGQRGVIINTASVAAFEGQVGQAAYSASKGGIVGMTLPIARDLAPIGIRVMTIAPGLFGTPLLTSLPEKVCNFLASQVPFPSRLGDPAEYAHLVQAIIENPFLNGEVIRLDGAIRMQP
#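 20 nM HADH2 + cpd, 15 min RT; add 1 mM NAD+/90 uM beta-hydroxybutyryl-CoA; kinetic fluorescence 360/450 nm, 4 min. Tris-HCl pH 9.0, 0.01% Tween-20.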
# 15-hLO inh – inhibitors of human 15-lipoxygenase (ALOX15); P16050; purified 15hLO-1, xylenol orange hydroperoxide absorbance; Potency, µM (highest dose often 57.1 µM), for inactives: at the top dose activity change, negative = inhibition, actives largely listed as inhibitors; actives 1.4% (n = 74,000); AID 887; further: potency means the concentration at half of the fitted maximal effect; on the % scale 0 is the no-effect control and ±100 the full control effect; nearly all actives have a fitted effect of over 55% in size
# Target sequence (P16050 whole entry, looked up): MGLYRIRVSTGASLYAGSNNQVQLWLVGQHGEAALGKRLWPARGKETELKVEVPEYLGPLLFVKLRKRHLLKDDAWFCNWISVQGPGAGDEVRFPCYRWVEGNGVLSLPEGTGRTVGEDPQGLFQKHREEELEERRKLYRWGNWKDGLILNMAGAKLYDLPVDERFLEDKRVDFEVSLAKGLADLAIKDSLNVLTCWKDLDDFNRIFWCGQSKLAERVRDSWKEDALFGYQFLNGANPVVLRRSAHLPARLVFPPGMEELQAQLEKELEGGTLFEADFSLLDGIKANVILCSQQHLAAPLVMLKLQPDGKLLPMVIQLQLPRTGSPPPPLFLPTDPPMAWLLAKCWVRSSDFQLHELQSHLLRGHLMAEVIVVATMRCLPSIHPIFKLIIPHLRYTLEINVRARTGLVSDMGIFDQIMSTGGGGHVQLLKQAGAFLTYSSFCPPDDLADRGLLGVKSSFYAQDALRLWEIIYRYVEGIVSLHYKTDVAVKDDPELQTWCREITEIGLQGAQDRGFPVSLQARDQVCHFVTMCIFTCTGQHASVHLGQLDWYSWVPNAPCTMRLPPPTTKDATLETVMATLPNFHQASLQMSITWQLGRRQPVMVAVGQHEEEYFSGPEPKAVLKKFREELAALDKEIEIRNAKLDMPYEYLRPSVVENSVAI
#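 Purified human 15hLO-1 (40 nM) in 25 mM Hepes pH 7.5, 0.01% Triton X-100, preincubated 15 min RT with compound, then 50 uM arachidonic acid for 6 min. Hydroperoxide read by ferrous/xylenol orange, 30 min; 573/405 nm absorbance ratio gave progress.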
# An asterisk follows results filed as active; i = inactive; ? = inconclusive; / = not tested or not shown; & = joins results of further samples; [ ] = another dose, or the depositor's remark. Unless noted, the call rests on the fitted dose curve; in most records, active means well fitted curve in the direction sought with a large enough effect; inconclusive means small, poorly fitted or top-dose-only effect, or another doubt; inactive means no such curve, though single readings can be large; an effect the other way counts as inactive or inconclusive.
# Values run as follows: HBB splicing	Pol III holo inh	Hsp90 Hop PPI	TexasRed autofl	Tau fil binding	Rhodamine autofl	CRE-bla Fsk	Luciferase inh	ERK AVP block	HADH2 inhib	15-hLO inh
> O=C(NCc1ccc2c(c1)OCO2)C1CCN(S(=O)(=O)c2ccc(Br)s2)CC1
→ -1.2%	3%	-3%	i	347%	i	-14%	3%	10%	-1%	-14%
> CC1(C)CC(=O)C(C=NCCCO)=C(O)C1
→ -0.2%[9.22 µM]	-10%	-1%	/	-9%	/	2%	1%	23%	-4%	7%
> O=C(NC1CCCC1)C(c1cccs1)N(C(=O)c1ccno1)c1ccccc1 (stereo not given)
→ /	-4%	1%	i	-13%	i	3%	-1%	-3%	4%	14%
> Cc1cccc(-c2nsc(SCC(=O)Nc3nccs3)n2)c1
→ -4.9%	1%	-1%	i	95%	i	?	0%	17%	?	3%
> CCn1cnc2scc(-c3ccccc3)c2c1=O
→ -1.7%	-5%	-11%	i	8%	i	12%	3%	-10%	5%	3%
> N#Cc1c(NC(=O)CSc2ncc(-c3ccccc3)n2CC2CCCO2)sc2c1CCCC2 (stereo not given)
→ /	-2%	1%	i	6%	i	?	3%	-8%	0%	18%
> COc1ccc(C2CC(c3c(Cl)cccc3Cl)n3nc(N)nc3N2)cc1 (stereo not given)
→ -0.5%	-9%	-3%[2.3 µM]	/	7%	/	-2%	-1%	2%	8%	2%
> CCC(C)(C)NC(=O)C(c1cccn1C)N(Cc1ccc(C)cc1)C(=O)Cn1nnc2ccccc21 (stereo not given)
→ 0.1%[57.5 µM]	-4%	-2%	i	3%	i	-6%	2%	14%	18%	3%
> CCOC(=O)CC(=O)CSc1nc2c(c(C)c1C#N)CCC2
→ 8.0%[0.369 µM]	-2%	2%	i	89%	i	23%	?	-29%	19%	?
> CCOC(=O)C1CCN(C(=O)C2(NC(=O)Nc3ccccc3Cl)CCCCC2)CC1
→ -4.6%	1%	0%	i	-2%	i	?	7%	5%	9%	-5%
> Cc1c(C(O)CN2CCC(C(N)=O)CC2)c2ccccc2n1C (stereo not given)
→ 2.1%[1.84 µM]	-2%	-4%	i	5%	i	9%	-1%	4%	4%	-20%
> CCn1c(SCC(N)=O)nc2c(c1=O)C1(CCCC1)Cc1ccccc1-2
→ -0.3%[0.0738 µM]	0%[11.4 µM]	-9%[11 µM]	/	12%[11.4 µM]	/	4µM*	2%	-22%	-5%[11.4 µM]	-21%[11.4 µM]
> Clc1cc(Cl)cc(Cl)c1
→ -0.8%	5%	-2%	/	-5%	/	-14%	/	-28%	4%	-11%
> CC(C)(C)c1cc(C(=O)O)nn1-c1ccccc1
→ 0.3%[57.5 µM]	-6%	58%	i	-20%	i	?	-1%	9%	9%	3%
> NC(=O)c1sc2nc3c(c(-c4cccs4)c2c1N)CCCC3
→ -9.0%	-9%	0%	i	-14%	i	?	3%	1%	-17%	-29%
> Cc1n[nH]c(C)c1S(=O)(=O)N1CCCC(C(=O)Nc2ccc3c(c2)OCCO3)C1 (stereo not given)
→ -0.1%	-4%	-4%	i	6%	i	-2%	-4%	19%	3%	10%
> Cc1ccc2ncccc2c1NS(=O)(=O)c1ccccc1
→ -1.2%	-5%	-2%	i	7%	i	-2%	1%	-9%	0%	-5%
> Cc1ccccc1C(=O)Nc1ccc2c(c1)OCO2
→ /	-6%	-7%	?	-2%	i	3%	16µM*	8%	2%	12%
> COc1c2c(nc3ccccc13)O[C@H]([C@@](C)(O)CO)C2
→ -0.3%[20.6 µM]	-9%[25.6 µM]	-2%[26 µM]	i	-10%[25.6 µM]	i	9%[17.1 µM]	1%[25.5 µM]	2%[25.7 µM]	-3%[25.6 µM]	16%[25.6 µM]
> CN(C)c1ccc(-c2nc3ccccc3n2C)cc1
→ -1.0%	-6%	-5%	i	-12%	i	-3%	0.63µM*	-25%	4µM*	3%
> CCCCNC(=O)c1ccc(NS(=O)(=O)c2ccccc2)cc1
→ -1.1%	-6%	-1%	?	-6%	i	-3%	-1%	8%	9%	4%
> Cc1nn(-c2ccccc2)c2nc(-c3ccco3)cc(C(=O)O)c12
→ 0.0%[57.5 µM]	-11%	-4%	i	-6%	i	9%	2%	10%	-17%	7%
> COc1ccc(-c2nc3cnc(N4CCOCC4)nc3n(-c3ccccc3)c2=O)cc1
→ -0.3%	-5%	0%	i	121%	i	?	0%[11.4 µM]	2%	8%	-2%
> CC(C)Oc1ccc(NC(=O)c2ccncc2)cc1
→ -1.3%	-2%	-5%	i	-4%	i	0%	-17%	?	-10%	2%
> O=C(NCc1ccccn1)Nc1ccc(F)cc1
→ 0.2%	0%	?	i	12%	i	2%	-2%	15%	10%	1%
> Cc1noc(C)c1C(=O)Nc1sc2c(c1C(N)=O)CCCCC2
→ -2.6%	-1%	-4%	?	-15%	i	15%	1%	-14%	?	-18%
> O=C(c1cccs1)N1CCOCC1
→ 2.6%	-4%	-1%	i	-13%	i	5%	1%	-5%	7%	-3%
> CCOC(=O)Cn1nc(-c2ccccc2)nc1-c1ccccc1
→ /	6%	4%	?	3%	i	-7%	-3%	-13%	10%	1%
> Cc1cccc(N2CCN(C3=NC(=O)C(=C4CCCCC4)S3)CC2)c1
→ -1.2%[0.0738 µM]	-13%[11.4 µM]	-7%[11 µM]	/	31%[11.4 µM]	/	-15%[7.6 µM]	0%	-8%	2%[11.4 µM]	1%[11.4 µM]
> CCCCCn1c(SCC(=O)OCC)nc2cc(C(=O)NCc3ccco3)ccc2c1=O
→ 5.4%[0.369 µM]	-2%	-1%	i	i	i	9%	-4%	-11%	7%	-12%
> N[C@@H]1CCN(O)C1=O
→ -1.6%	0%&3%	-3%&-5%	i	?	i	-16%&6%	0%&3%	-2%&17%	3%&12%	-6%[25.6 µM]
> Cc1cc(OCn2ccc(C(=O)O)n2)ccc1Cl
→ 0.6%	-5%	2%	i	2%	i	-9%	3%	8%	-3%	7%
> COc1cccc(CNC(=O)CN(c2cc(C)cc(C)c2)S(=O)(=O)c2c(C)noc2C)c1
→ -0.8%	-3%	0%	/	-2%	/	-7%	1%	?	-3%	3%
> CC(C)N=C(NC#N)SCc1ccc(F)cc1
→ 0.4%	-6%	0%	i	-9%	i	-28%	3%	-7%	17%	2%
> CCOc1ccc(N2CC(C(=O)Nc3ccccc3OC)CC2=O)cc1 (stereo not given)
→ 0.1%	-1%	0%	/	-2%	/	-7%	1%	-7%	-1%	3%
> CCCOC1CCCN(C(=O)c2cc(Cl)c(Cl)cc2C(=O)O)C1 (stereo not given)
→ 0.6%	-13%	-1%	i	0%	i	10%	0%	-9%	-6%	4%
> COC(=O)c1ccccc1NC(=O)CN1C(=O)c2ccccc2S1(=O)=O
→ -0.2%	-2%	-1%	i	-10%	i	-2%	0%	-1%	13%	-6%
> CC(C)(C)c1ccccc1OCCCCCNCCO
→ -0.2%[9.22 µM]	-3%	-4%	/	10µM*	/	-2%	1%	6%	3%	-15%
> CSc1nc2nc(-c3ccccc3)cc(C(F)(F)F)n2n1
→ -1.3%	1%	18%	i	?	i	?	-4%	-21%	?	-3%
> CCN(C(=O)CSc1nnc(-c2ccccc2Cl)n1C1CCCC1)C1CCS(=O)(=O)C1 (stereo not given)
→ -4.3%	-3%	-3%	?	-1%	i	-5%	-28%	9%	-9%	5%
> CCNc1nc(NCC)nc(-n2nc(C)cc2C)n1
→ 0.1%	-3%	-12%	/	-2%	/	?	-1%	-14%	5%	55%[activator]
> OCCN(Cc1ccccc1)CC1CCCCC1
→ 0.4%	-2%	-2%	i	-11%	i	1%	-1%	-8%	11%	-6%
> CC(NS(C)(=O)=O)C(c1cccs1)N1CCN(Cc2ccccc2)CC1 (stereo not given)
→ -0.8%	-7%	0%	/	?	/	-13%	1%	/	6%	1%
> COCCCNC(=O)COc1ccc(Cl)c(C)c1
→ -0.1%	3%	-1%	/	10%	/	2%	2%	10%	4%	4%
> Cc1ccc(-c2nc(N)n(C(=O)c3cccnc3)n2)cc1
→ 1.8%	-1%	-4%	?	-8%	i	-4%	-7%	-10%	5%	9%
> COc1ccc2c(c1)CCc1c(C(=O)Nc3c(C)n(C)n(-c4ccccc4)c3=O)noc1-2
→ 2.9%	-4%	2%	i	6%	i	?	-1%	1%	4%	0%

# Not all compounds are listed; rates above refer to the full screens.
